Screening results as filed in PubChem.
GRK2 aptamer HTS: inhibitors of human GRK2 displacing RNA aptamer | P25098 | bead flow cytometry, FAM-aptamer displacement from GRK2 | inhibition of aptamer binding, % at 10 µM | hit rate 0.59% among 330,000;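 active = inhibition of aptamer binding above 40%, roughly 3 SD of noise, on plates passing a quality check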;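 note: median bead fluorescence of bound FAM aptamer so fluorescent compounds give negative values; no value below 0 was filed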
Target sequence (P25098 whole entry, looked up): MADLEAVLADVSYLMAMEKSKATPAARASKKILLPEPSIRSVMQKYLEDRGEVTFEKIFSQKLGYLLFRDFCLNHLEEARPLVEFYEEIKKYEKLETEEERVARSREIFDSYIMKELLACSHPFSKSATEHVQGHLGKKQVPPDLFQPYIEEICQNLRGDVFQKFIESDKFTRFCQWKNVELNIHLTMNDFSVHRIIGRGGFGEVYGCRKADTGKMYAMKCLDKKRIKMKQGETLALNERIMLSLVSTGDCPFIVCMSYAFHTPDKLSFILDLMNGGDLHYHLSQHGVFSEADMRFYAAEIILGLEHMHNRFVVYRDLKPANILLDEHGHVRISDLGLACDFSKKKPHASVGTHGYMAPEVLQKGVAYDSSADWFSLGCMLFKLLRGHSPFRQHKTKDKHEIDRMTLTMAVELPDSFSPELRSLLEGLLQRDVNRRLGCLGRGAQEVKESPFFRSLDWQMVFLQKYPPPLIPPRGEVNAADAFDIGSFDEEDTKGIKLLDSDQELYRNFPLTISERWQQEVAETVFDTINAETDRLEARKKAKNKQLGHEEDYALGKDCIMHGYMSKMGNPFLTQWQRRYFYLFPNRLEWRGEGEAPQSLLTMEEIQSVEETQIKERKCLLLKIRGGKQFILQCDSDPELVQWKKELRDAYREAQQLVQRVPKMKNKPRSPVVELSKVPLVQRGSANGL
Efflux pump inh: antifungal efflux pump inhibition, Nile Red retention; hit rate 0.44% among 330,000; S. cerevisiae Candida pump triplex; AID 485275; inhibition, % at 10 µM;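 active = plate passing quality check with inhibition over a set limit, or well fluorescence over plate mean plus 4 SD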;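 note: Nile Red retained in pooled yeast measured as flow cytometry median fluorescence; 0% = buffer negative control and 100% = Enniatin B positive control; higher means more Nile Red kept so more efflux inhibition; some compounds called inactive have numbers as strong as hits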
VLA-4 inh: inhibition in a human VLA-4 binding assay; P13612; VLA-4 expressing cells, ligand binding flow cytometry; inhibition, % (about 7 µM as worked out from the volumes in the protocol); hit rate 0.2% among 330,000; AID 2557; in the data active = inhibition above about 50%
GLD-1 RNA inh: GLD-1-TGE RNA interaction inhibition (C. elegans). Q17339. purified GLD-1 + fluorescein TGE RNA, fluorescence polarization. inhibition, % at 5.96 µM. hit rate 0.44% among 320,000. AID 2280;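 active = percent inhibition above a per-plate cutoff, the plate mean of test compounds plus 3 SD, cut at about 30% in these data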;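 note: 0% = DMSO wells with GLD-1 and probe and 100% = wells lacking GLD-1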
MEX-5 binding: C. elegans MEX-5 TCR-2 RNA binding activity | Q9XUB2 | MEX-5/FITC-TCR2 RNA binding, fluorescence polarization; stronger effect = lower value | activity score (negative = inhibition of binding), % at 10 µM | hit rate 0.38% among 300,000;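 active = inhibition past about -25% in most replicates, and total fluorescence under double the plate's negative control median, limit read from the data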;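 note: 0% = DMSO and -100% = 5 µM competing unlabeled TCR2 RNA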
Fam108B counter: blocks mouse Fam108B hydrolase in RBBP9 counter-screen; recombinant Fam108B, FP-Rh probe fluorescence polarization; inhibition, % at 9.51 µM; hit rate 0.33% among 300,000;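 active = inhibition above the screen mean inhibition plus 3 SD, computed separately per campaign, cut at about 18% in these data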;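 note: inhibitors lower polarization as less probe binds the enzyme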
PME-1 inh: blocks human protein phosphatase methylesterase 1; Q9Y570; recombinant PME-1, FP-Rh probe fluorescence polarization; inhibition, % at 5.9 µM; hit rate 0.53% among 320,000;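 active = inhibition above the campaign mean of all compounds plus 3 SD, cut at about 26% in these data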;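 note: competitive labeling of PME-1 active site by serine hydrolase directed probe; 0% = PME-1 with DMSO and 100% = wells lacking PME-1 enzyme; inhibitors block probe labeling so polarization falls and inhibition rises; many of its hits are not listed in these tables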
Target sequence (Q9Y570 whole entry, looked up): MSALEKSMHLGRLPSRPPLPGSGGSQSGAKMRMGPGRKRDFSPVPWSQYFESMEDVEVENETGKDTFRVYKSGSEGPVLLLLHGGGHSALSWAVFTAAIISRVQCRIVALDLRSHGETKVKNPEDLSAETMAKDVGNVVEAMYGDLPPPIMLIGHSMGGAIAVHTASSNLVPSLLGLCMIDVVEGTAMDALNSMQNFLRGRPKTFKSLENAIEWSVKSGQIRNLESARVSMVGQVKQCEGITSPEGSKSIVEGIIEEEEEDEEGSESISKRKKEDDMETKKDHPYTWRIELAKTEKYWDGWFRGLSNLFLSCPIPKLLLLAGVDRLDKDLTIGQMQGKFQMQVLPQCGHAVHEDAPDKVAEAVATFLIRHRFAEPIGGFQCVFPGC
MCL1-BIM inh: inhibitors of human MCL1 binding to BIM-BH3 peptide | Q07820 | GST-MCL1 / FITC-Bim-BH3 fluorescence polarization | inhibition, % at 10.9 µM | hit rate 0.68% among 320,000 | AID 2057;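 active = inhibition above the mean inhibition of all tested compounds plus 3 SD, set per campaign, cut at about 40% in these data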;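 note: 0% = DMSO wells and 100% = unlabeled Bim-BH3 peptide control; higher means more loss of mP so more displacement of Bim peptide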
BCLXL inh: blocks human Bcl-xL binding to Bim BH3 peptide; Q07817; hit rate 0.7% among 320,000; GST-Bcl-xL / FITC-Bim BH3 peptide fluorescence polarization; AID 2129; inhibition, % at 10.9 µM;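 active = inhibition above the mean of all tested compounds plus 3 SD, cutoff set per campaign, cut at about 30% in these data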;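 note: 0% = DMSO wells and 100% = unlabeled Bim-BH3 peptide competitor; inhibitors lower millipolarization by displacing the labeled peptide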
An asterisk follows results filed as active; x = not tested or not shown.

#	SMILES	GRK2 aptamer HTS	Efflux pump inh	VLA-4 inh	GLD-1 RNA inh	MEX-5 binding	Fam108B counter	PME-1 inh	MCL1-BIM inh	BCLXL inh
1	O=C1N=c2ccccc2=C1c1sc(=O)[nH]c1O	3	0.1	-3	-7	-13	0	-2	12	10
2	Cc1ccc(C(=O)N2C(CC(=O)Nc3ccc(Cl)cc3)C(=O)NC3CCCCC32)cc1 (stereo unspecified)	0	-0.1	-11	-4	x	0	3	-2	2
3	COc1ccccc1CN=C1Nc2ccccc2CS1	3	0.0	-3	-3	-0.7	2	2	-4	-2
4	O=C(CSc1cn(CCNC(=O)c2cccs2)c2ccccc12)NCc1ccccc1	4	-0.1	-13	7	-0.5	4	4	7	5
5	CSc1ccc(S(=O)(=O)NCc2ccccc2Cl)cc1	3	-0.1	-8	1	-1.2	9	9	10	9
6	CCc1nnc(NC(=O)c2cc3c(s2)CCCCC3)s1	0	-0.1	3	-4	-1.0	0	-2	1	5
7	CC1(C)CC(=O)C=C(c2ccc3[nH]ccc3c2)C1	2	0.0	0	5	-0.9	-5	4	2	0
8	CCOC(=O)C(=Cc1ccc(-c2ccsc2C(=O)OC)o1)C(=O)OCC	0	0.0	-7	2	-1.3	-4	-6	0	1
9	CC(=O)N1CCN(C(=O)COC(=O)CNC(=O)c2ccc(C)cc2)CC1	1	-0.1	4	-7	x	x	-2	-7	-5
10	CC(C)OC(=O)c1cc(=O)[nH]c2ccccc12	6	0.0	4	-1	-2.4	0	-3	3	5
11	O=C(Nc1ccc(NC(=O)c2ccco2)c(Cl)c1)c1cccc([N+](=O)[O-])c1	1	0.1	3	0	1.7	3	-4	4	2
12	CC(C)C(=O)Nc1ccc(N2CCOCC2)c(S(=O)(=O)Nc2ccccc2Cl)c1	0	-0.2	-6	2	x	x	x	x	x
13	Cc1ccc(NC(=O)CS(=O)c2ccccc2N)c(C)c1 (stereo unspecified)	3	-0.2	-6	6	-0.1	-2	-3	2	-3
14	O=C(Cn1c(=O)oc2cc(S(=O)(=O)NCc3ccccc3)ccc21)NCc1ccco1	0	-0.1	4	3	0.3	-1	-2	-4	3
15	O=C(CC1C(=O)NCCN1C(=S)Nc1ccccc1)Nc1ccc2c(c1)OCCO2 (stereo unspecified)	0	0.0	2	11	-0.4	-1	-2	0	2
16	Cc1ccc(C)c(-c2nnc(NC(=O)CS(=O)(=O)c3ccccc3)o2)c1	2	-0.1	5	6	6.9	4	-2	3	1
17	COc1ccc(CCNC(=O)CCNC(=O)c2ccco2)cc1OC	2	0.7	9	-9	-2.6	-5	4	-2	-3
18	O=C(NCC1CCCO1)C1CCN(C2CCN(C(=O)Cc3ccsc3)CC2)CC1 (stereo unspecified)	0	-0.1	-8	4	-0.5	-3	0	9	13
19	O=C(NCc1ccco1)/C(=C/c1cccnc1)NC(=O)c1ccco1	1	0.0	-7	0	-1.1	0	3	4	-1
20	CCOc1ccc(/C=N/N2C(=O)C(CC(=O)Nc3ccc(F)cc3F)SC2=NC)cc1OC (stereo unspecified)	4	-0.1	2	8	0.8	-5	0	5	4
21	CN(C)S(=O)(=O)N(CC(=O)N1CCN(c2ccccc2F)CC1)c1ccccc1	0	0.1	9	-4	0.3	-1	-4	-17	-9
22	Cc1nc(N2CCOCC2)nc(OCCN(C)C)c1[N+](=O)[O-]	0	-0.1	-10	12	0.6	7	-4	2	5
23	CC[C@]1(c2ccccc2OC)C(=O)N(C(=O)OC)N1C(=O)OC	5	-0.2	16	6	0.0	0	-2	2	0
24	O=C(Nc1cc(S(=O)(=O)Nc2ccc(Cl)cc2)ccc1O)c1ccc(F)cc1F	0	-0.1	8	-8	x	x	x	x	x
25	COc1ccc(-c2csc(NC(=O)C3CC(=O)N(c4ccc5c(c4)OCCO5)C3)n2)cc1 (stereo unspecified)	0	-0.2	x	-3	1.5	-9	7	4	6
26	O=C(Nc1cccc(S(=O)(=O)NCc2ccco2)c1)c1ccc(Cl)cc1	8	0.7	2	0	x	x	x	x	x
27	O=C(CCN1C(=O)c2cccc3cccc(c23)C1=O)Nc1ccccc1	0	0.4	4	7	-2.5	4	-6	-13	-5
28	CC(NC(=O)CN1CCN(CC(=O)Nc2ccccc2Cl)CC1)c1ccc(Br)cc1 (stereo unspecified)	19	-0.2	-3	-3	x	x	4	4	3
29	Cc1c(NC(=O)CN2C(=O)C(=O)N(Cc3ccccc3)C2=O)c(=O)n(-c2ccccc2)n1C	0	0.2	5	-5	0.2	3	-3	-3	-5
30	Cc1c([N+](=O)[O-])c2ccc(O)cc2n1-c1ccccc1	0	-0.2	-2	6	1.9	3	1	6	7
31	CC(=N\O)/C(CN(C)C)=N/O	0	0.1	1	2	0.0	-2	-7	6	8
32	Cc1ccc(-c2nc3ncccc3o2)cc1NC(=O)c1ccccc1	1	0.0	-8	-2	-4.2	0	4	3	1
33	CC(C)Nc1nc(Oc2ccc(=O)n(-c3ccccc3)n2)nc(N(C)C)n1	5	0.1	-3	1	-1.2	-1	0	2	3
34	COc1cc(C(=O)NC(c2ccccc2)c2ccccc2)cc(OC)c1C	3	-0.1	1	6	-47*	1	-4	1	3
35	CCc1c(O)nc(N2CCN(Cc3ccccc3)CC2)[nH]c1=O	3	0.1	-4	2	-0.3	-2	3	4	3
36	Cn1c(Oc2ccc(Cl)cc2)c(C=O)c2ccccc21	3	-0.1	0	1	2.0	-4	2	5	7
37	Cc1c(C(=O)Nc2cccnc2Cl)oc2ccccc12	0	-0.1	-6	-1	0.9	-1	3	7	0
38	CC(=O)Oc1ccccc1/C=C1\CCOC1=O	0	0.1	4	7	1.2	3	-1	15	5
39	COc1ccc(C(C)=O)cc1COC(=O)CNC(=O)c1cc(C)cc(C)c1	0	0.1	53*	6	1.3	-4	2	2	-3
40	O=C(N/N=C/c1cc2c(cc1Cl)OCO2)c1cc(-c2ccccc2)n[nH]1	0	-1.9	13	11	0.4	-60	-58	8	0
41	COc1ccc(S(=O)(=O)N2CCC(C(=O)NCc3ccccc3)CC2)cc1OC	0	-0.2	7	0	0.9	1	4	0	4
42	Cc1ccc(CNC(=O)CCNC(=O)c2ccco2)cc1	1	0.0	-8	-5	0.0	-2	2	2	0
43	COc1cccc(C(=O)COC(=O)c2cccs2)c1	4	0.0	3	1	0.8	4	2	4	2
44	Cc1ccc(N(CC(=O)Nc2ccc(C)cc2C)S(=O)(=O)N2CCCC2)cc1	0	0.0	-4	3	0.8	-1	-2	-10	1
45	CCCCc1ccc(NC(=S)NCc2cccs2)cc1	1	-0.1	7	2	0.9	-1	1	6	7
46	CC(C)N(Cc1nccn1C)C(=O)c1cc(COc2ccc(F)cc2Cl)on1	2	0.0	-16	-5	-1.7	1	1	7	4
47	CCOc1ccc(C(=O)/C=C/c2cc(OC)c(OC)c(OC)c2)cc1	1	0.1	11	-2	0.8	-5	-6	-2	-1
48	CC(=O)Nc1ccc(NC(=O)C(C)OC(=O)CNS(=O)(=O)c2ccc(Br)cc2Cl)cc1 (stereo unspecified)	0	-0.5	-5	5	-2.2	2	0	-2	4
49	CCC(C)Nc1nc(-c2c[nH]c3ccccc23)cs1 (stereo unspecified)	18	-0.3	-132	9	-0.6	-4	8	-5	7
50	Cc1ccccc1Nc1nnc(SCc2cc(=O)n3ccsc3n2)s1	0	-0.1	-4	14	-4.5	4	1	10	4
51	COc1ccc(C(=O)CSc2n[nH]c(N)n2)cc1	0	0.1	-2	8	-7.6	1	-1	4	3
52	CCNS(=O)(=O)c1ccc(C(=O)OCc2cc(=O)oc3cc(OC)ccc23)cc1	5	-0.1	-11	3	-2.6	0	-10	0	4
53	CC[C@]12c3[nH]c4ccccc4c3CCN1C(=O)C(CC(=O)NCc1ccco1)C[C@@H]2C(=O)N1CCN(C(=O)C2CC2)CC1 (stereo partly specified)	1	0.1	58*	-1	x	x	x	x	x
54	C=CCc1cccc(CNc2c(C)n(C)n(-c3ccccc3)c2=O)c1O	2	0.4	-8	5	1.4	-2	0	6	9
55	CC1=CC(C)(C)n2c(O)c(N=N)c3c(C)c(C)cc1c32	1	0.1	-6	5	-2.2	0	4	-9	0
56	Oc1cccc2ccc(N3CCOCC3)nc12	0	-0.2	8	0	2.4	-1	-2	3	10

Next section.
#	SMILES	GRK2 aptamer HTS	Efflux pump inh	VLA-4 inh	GLD-1 RNA inh	MEX-5 binding	Fam108B counter	PME-1 inh	MCL1-BIM inh	BCLXL inh
57	Cc1ccc(CS(=O)Cc2ccc(C(=O)N3CCN(c4ccccn4)CC3)o2)cc1 (stereo unspecified)	1	0.0	25	-1	2.3	-5	-2	5	1
58	COc1cc2cc(C(=O)N3CCc4ccccc4C3)[nH]c2cc1OC	0	-0.1	-3	8	0.8	3	11	8	12
59	CC(C)C(O)(CC#CCN1CCCC1)c1ccccc1 (stereo unspecified)	2	0.1	1	1	0.6	4	-8	10	7
60	CN(C)C(CNC(=O)CSC(=S)N1CCCC1)c1ccccc1 (stereo unspecified)	2	0.2	-12	-4	x	x	x	x	x
61	CC(OC(=O)CNS(=O)(=O)c1ccc2ccccc2c1)C(=O)N(C)c1ccccc1 (stereo unspecified)	2	-0.1	-6	-6	1.8	-1	2	-9	6
62	Cc1cc(C)n2nc(C(=O)N/N=C/c3cn(C)nc3C)nc2n1	0	0.1	23	2	-2.8	-1	0	-4	-1
63	O=C1C=C(c2cccc(Br)c2)C[C@@H](c2ccc(F)cc2)C1	5	-0.2	-6	1	x	x	-3	0	2
64	COc1ccccc1N1CCN(Cc2cccs2)CC1	0	-0.1	-14	-2	-0.3	1	0	8	4
65	CCC(C)Sc1cc(C(F)(F)F)c(C(=O)Nc2ccc(Cl)cc2)cn1 (stereo unspecified)	0	-0.2	15	-1	1.0	-14	-16	3	5
66	CC12CCC(=O)N1C(C(=O)NNC(=O)c1ccc(Br)cc1)CS2 (stereo unspecified)	1	0.1	9	3	x	x	7	4	2
67	CCCN1CCC(=NNc2ccc(S(=O)(=O)N(CC)CC)cc2[N+](=O)[O-])CC1	2	0.0	0	-8	4.3	-1	0	-2	-4
68	N/C(Cc1ccc(Cl)cc1)=N\OC(=O)Cc1ccc([N+](=O)[O-])cc1	0	-0.1	5	-4	-0.5	10	1	2	3
69	C=CCNC(=O)CC1Nc2c3ccccc3nc(=S)n2C1=O (stereo unspecified)	2	-0.3	11	1	-1.8	5	2	9	9
70	Cc1cc(C)cc(N(CC(=O)Nc2ccc(-c3nc4ccc(C)cc4s3)cc2)S(C)(=O)=O)c1	0	-0.2	5	-5	-1.0	-7	-23	-14	-7
71	COc1cc(OC)cc(C(=O)Nc2c(F)cccc2F)c1	0	0.0	0	-5	1.2	0	5	8	7
72	CCc1c(C(=O)N2CCN(c3ccccc3F)CC2)[nH]c(C)c1C(C)=O	0	-0.1	-12	3	3.1	4	2	1	5
73	COc1ccc(/C(O)=C2/C(=O)C(=O)N(CCN3CCOCC3)C2c2ccccn2)cc1OC (stereo unspecified)	1	0.1	12	-8	-1.1	3	-5	7	9
74	COc1ccc([C@@H]2[C@H]3C(=O)N(c4cccc(C(F)(F)F)c4)C(=O)[C@H]3ON2C)cc1	0	0.2	-1	0	0.0	0	4	-3	1
75	O=C(CSc1nnnn1-c1ccccc1)NCC1(N2CCCCC2)CCCCC1	0	0.3	16	1	x	x	3	1	0

Some of the compounds tested, so the mix of outcomes need not match the whole.
